# influenza NS1A: NS1A inhibition, H1N1 influenza, cell based functional assay (AID 504329); NS1A functional cell-based assay, percent inhibition; higher % means a stronger effect; one-dose inhibition, % at 12.5 µM; IC50 in µM for titrated hits; 340,000 compounds, 0.3% hits; in the data active = a potency from the dose series; inconclusive = inhibition above about 27% without an active follow-up result; note: strong numbers were not always called active
# H37Rv inhibition: M. tuberculosis growth inhibition, HTS (AID 449762); 330,000 compounds, 0.59% hits; inhibition, % at 25 µM; hits with a dose series show IC50 in µM; M. tuberculosis H37Rv growth inhibition, 7H9 media; higher % means a stronger effect; in the data active = a potency from the dose series; inconclusive = inhibition above about 70% without an active follow-up result;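 note: bacterial growth assessed after seven days of incubation; strong numbers were not always called active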
# M. tuberculosis: growth inhibition of non-replicating M. tuberculosis (AID 488890) | Mycobacterium tuberculosis non-replicating, growth inhibition; higher % means a stronger effect | inhibition, % at 25 µM, or IC50 in µM where a hit was titrated | 320,000 compounds, 0.39% hits; in the data active = a potency from the dose series; inconclusive = inhibition mostly from about 82% at the one dose, without a potency; inactive = the rest, 99 in 100 with inhibition below about 76%;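 note: plate controls were DMSO cells for no effect and high antibiotic wells for full effect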
# VEEV TC-83 Vero: inhibitors of VEEV TC-83 cytopathic effect, confirmation, Vero cells (AID 588727); 350,000 compounds, 0.13% hits; Vero cells, VEEV TC-83 cytopathic effect inhibition; higher % means a stronger effect; inhibition, % at 20 µM, or IC50 in µM where a hit was titrated; in the data active = a potency from the dose series; inconclusive = inhibition mostly from about 14% at the one dose, without a potency; inactive = the rest, 99 in 100 with inhibition below about 12%; note: strong numbers were not always called active
# PhoP GFP inhibition: PhoP regulon inhibitors, Salmonella typhi PhoP promoter GFP reporter, confirmatory (AID 1850). one-dose inhibition, % at 50 µM; IC50 in µM for titrated hits. 310,000 compounds, 0.33% hits. Salmonella Typhi PhoP-promoter GFP reporter, fluorescence, 4 h; higher % means a stronger effect; in the data active = a potency from the dose series; inconclusive = inhibition mostly from about 25% at the one dose, without a potency; inactive = the rest, 99 in 100 with inhibition below about 19%;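 note: 0% = induced wells with vehicle and 100% = uninduced wells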
# VEEV TC-83 Vero 10K pilot screen: further read-out of VEEV TC-83 Vero, marked with its call; inhibition, %; measured here: 10K pilot screen inhibition
# An asterisk follows results filed as active; i = inactive; ? = inconclusive; . = no result given.
SMILES,influenza NS1A,H37Rv inhibition,M. tuberculosis,VEEV TC-83 Vero,PhoP GFP inhibition,others
COC(=O)c1ccc(NC(=O)C(=O)NCC2CCCO2)cc1 (stereo not given),-12%,-2%,36%,0.4%,-4%,
Cc1nn(Cc2ccccc2)c2c1C(c1cccc(Cl)c1)C(C#N)=C(N)O2 (stereo not given),7%,7%,8%,2.5%,-6%,
NS(=O)(=O)c1ccc(NC(=O)COC(=O)c2cnc(Cl)c(Cl)c2)cc1,1%,3%,-3%,i,-5%,
O=C(COC(=O)c1ccc(O)cc1)Nc1ccc(Cl)cc1,.,2%,20%,.,-2%,
Cn1nc(C(F)(F)F)cc1C(=O)NC1CCCCCC1,4%,-15%,68%,i,1%,
O=C(Nc1ccccc1)Nc1ccc(F)cc1F,-8%,-6%,-2%,0.8%,-6%,
CN(CC(=O)Nc1cccc(F)c1)C(=O)c1ccc(OCc2ccccc2)cc1,-3%,-6%,12%,1.4%,.,
COc1ccc(C)cc1-n1ccn(CC(=O)Nc2ccc(Br)cc2F)c(=O)c1=O,-4%,-5%,0%,2.2%,9%,
CC(NC(=O)c1ccc(NC(=O)c2ccco2)cc1)c1ccccc1 (stereo not given),-7%,2%,-4%,1.5%,-3%,
CCCn1cc(S(=O)(=O)c2ccccc2)c(=O)c2cc(OCC)ccc21,7%,6%,12%,0.8%,-4%,
O=C(NCCCN1CCOCC1)c1cc(-c2ccccc2)nc2ccccc12,-5%,5%,-8%,4.6%,3%,
CCC(=O)c1ccc(OCC(O)CN(CCc2ccccc2)Cc2ccccc2)cc1 (stereo not given),7%,?,33%,1.2%,1%,
COc1ccc(OC)c(NC2=NCCS2)c1,-2%,-1%,5%,0.6%,0%,
COC(=O)Cc1[nH]n(-c2nc3ccccc3s2)c(=O)c1C(C)=O,-16%,-5%,16%,0.3%,1%,
Cc1ccc(S(=O)(=O)Nc2ccc(Oc3cccnc3)nc2)cc1,-19%,5%,2%,3.0%,3%,
O=C(N/N=C\c1ccccc1OCc1ccccc1)c1ccco1,-1%,7%,84%,0.7%,1%,
CCOc1cc(/C=N/n2cnnc2)ccc1OC(=O)c1cccc([N+](=O)[O-])c1,8%,0%,6%,3.0%,-7%,
CCOC(=O)C1=C(COC(=O)c2cccc(Cl)c2)NC(=O)NC1C (stereo not given),-8%,3%,1%,4.0%,2%,
CC(C)CSc1nc2c(c(=O)[nH]c(=O)n2C)n1CCc1ccccc1,0%,0%,-1%,1.5%,3%,
C(=NC12CN3CN(CN(C3)C1)C2)c1ccc2c(c1)OCO2,-4%,-4%,-8%,1.4%,-2%,
CC/C(=C/c1sc2ccc(C)cc2[n+]1CCCS(=O)(=O)[O-])SC,.,9%,5%,.,0%,
CCN(CC)CCCNc1nc(CN2CCOCC2)nc2sc3c(c12)CCC3,2%,-12%,4%,i,4%,
Cc1cccc(C)c1OCc1cc(C(=O)N(Cc2c(C)nn(C)c2C)C2CC2)no1,-2%,3%,21%,i,2%,
COC(=O)Cc1csc(NCc2ccccc2)n1,6%,-2%,66%,1.0%,0%,
COc1ccccc1CCCNC(=O)C1CCC(=O)N(CCCN2CCCC2=O)C1 (stereo not given),0%,6%,-4%,i,5%,
O=C(O)c1cccc(-n2cccc2/C=N/O)c1,2%,0%,4%,1.9%,5%,
O=C(OCc1cc(=O)n2ccsc2n1)c1ccccc1O,2%,-2%,-3%,7.1%,.,
CN(C)S(=O)(=O)c1ccc(C(=O)Nc2ccc(S(=O)(=O)NC3=NCCCCC3)cc2)cc1,3%,-8%,4%,1.8%,-6%,
CCOc1ccc(OCC)c(S(=O)(=O)NCc2ccc3c(c2)OCO3)c1,-2%,-3%,-1%,1.1%,-5%,
Cc1ccc(Cl)cc1N1CCN(C(=O)c2cccc3c(=O)c(C)c(-c4ccccc4)oc23)CC1,6%,.,.,3.4%,.,
COc1ccccc1NS(=O)(=O)c1ccc(NN=C2CCCCC2)c([N+](=O)[O-])c1,10%,0%,-3%,4.5%,-6%,
COc1cc(CNCc2cccnc2)ccc1OCC(=O)NC(C)(C)C,1%,-13%,-1%,i,-6%,
Cc1nc(C)c(-c2csc(Nc3ccc(C(=O)O)c(O)c3)n2)s1,4%,69%,66%,i,-4%,
Cc1cc2cc(CNC(=O)Cc3ccc([N+](=O)[O-])cc3)ccc2[nH]1,4%,2%,14%,1.1%,-3%,
N#C/C(=C\c1ccc(-c2cccc([N+](=O)[O-])c2)o1)c1nnc(N2CCOCC2)n1-c1ccccc1,.,-3%,9%,.,2%,
N#Cc1cnn2c(-c3cccc(C(F)(F)F)c3)ccnc12,.,7%,-3%,i,-3%,
Cc1cccc(C)c1NC(=O)CSc1n[nH]c(=O)n1C1CC1,-10%,-7%,-10%,2.1%,.,
O=C(CCCCl)Nc1nc(-c2ccc3c(c2)OCCO3)cs1,7%,4%,30%,3.9%,4%,
Cc1cc(C)cc(CC(Cc2nc3ccccc3[nH]2)c2nc3ccccc3[nH]2)c1 (stereo not given),-6%,?,37%,9.4%,-15%,
O=C(C(=O)N1CCCC1CO)N1CCCC1CO (stereo not given),-5%,-1%,-2%,i,-1%,
Nc1nc(N)c2sc3nc(C(F)(F)F)cc(C(F)(F)F)c3c2n1,-8%,-2%,54%,4.3%,5%,
CCOCCCN(C(=O)Cn1nnc(-c2ccc(C)o2)n1)C(C(=O)NCC1CCCO1)c1ccc(F)cc1 (stereo not given),16%,2%,5%,i,6%,
CCN1CCN(Cc2cc(=O)oc3ccc(C)cc23)CC1,-1%,5%,0%,i,10%,
CCOC(=O)C1(CC2CCCCO2)CCN(S(=O)(=O)c2cc(C)cs2)CC1 (stereo not given),6%,1%,10%,5.1%,-9%,
COc1cc(NC(=O)CCS(=O)(=O)c2ccc3c(c2)n(C)c(=O)c(=O)n3C)cc(OC)c1,2%,-5%,-20%,i,-1%,
CC(c1c(O)c2ccccc2[nH]c1=O)C1(C)CCC(O)C(C)(C)O1 (stereo not given),-2%,1%,27%,1.4%,6%,
Cc1c(CCC(=O)O)c(=O)oc2cc3occ(-c4ccccc4)c3cc12,11%,-1%,16%,2.2%,-33%,
CCOC(=O)Cc1csc(SCC(=O)Nc2nccs2)n1,-2%,32%,72%,i,2%,
CC(C)(C)c1ccc(SCCc2ccncc2)cc1,-9%,6%,76%,i,0%,
CCOc1ccc(Br)cc1S(=O)(=O)Nc1ccc(NC(=O)c2ccccc2C)cc1,-2%,-9%,14%,0.8%,-14%,
COc1ccc(CC(=O)N2CCN(C)CC2)cc1,-16%,-3%,-21%,3.1%,8%,
Cc1ccc(O)c(NC2=C(Cl)C(=O)N(Cc3ccccc3)C2=O)c1,5%,.,.,i,.,
COc1ccc(N(CCN2C(=O)c3ccccc3C2=O)C(=O)c2cccc([N+](=O)[O-])c2)cc1,10%,-1%,20%,0.1%,-2%,
CCCn1c(=O)c2ccccc2n2c(SCCOc3ccc(Cl)cc3)nnc12,-8%,2%,3%,0.3%,-19%,
CC(C)Cc1nc(Cl)c(C#N)c2c1CCC2,8%,-4%,-13%,0.9%,0%,
Cc1cc(NC(=O)CCNS(=O)(=O)c2cc(Br)cnc2N)ccc1Br,4%,58%,26%,7.3%,-8%,
O=C(N/N=C/c1cccnc1)c1ccc(NC(=O)c2ccc(Cl)cc2)cc1,6%,6%,-9%,1.0%,15%,
O=[N+]([O-])c1ccc(NCCNS(=O)(=O)c2ccccc2)c(C(F)(F)F)c1,-3%,5%,27%,3.0%,0%,
Cc1ccc(OCc2nc(-c3ccc(-n4cccc4)cc3)no2)cc1C,-17%,-8%,.,i,.,
NC(=O)CC1NC(=O)c2cc([N+](=O)[O-])cc(I)c2OCCC(C(N)=O)NC(=O)[C@@H]2CCCN2C1=O (stereo not given in full),.,-1%,-2%,.,-6%,
# Additional entries:
SMILES,influenza NS1A,H37Rv inhibition,M. tuberculosis,VEEV TC-83 Vero,PhoP GFP inhibition,others
O=C(CC1CC2CCC1C2)NC1CCCCCCC1 (stereo not given),-3%,12%,63%,0.7%,2%,
O=C(O)c1cnc(-c2ccccc2)nc1Sc1ccc(Cl)cc1,4%,3%,66%,4.4%,-9%,
Cc1ccc(NC(=O)CSc2nc(N)cc(=O)[nH]2)cc1S(=O)(=O)N1CCCCC1,10%,-6%,20%,6.7%,.,
CN(C(=O)c1ccc(NC(=O)Cc2ccc(NC(=O)C3CCN(S(=O)(=O)c4cccc([N+](=O)[O-])c4)CC3)cc2)cc1)C1CCCC1,-2%,.,.,0.1%,.,
COc1ccc(NC(=O)C2CCN(C(=O)c3ccccc3)CC2)c(OC)c1,5%,8%,26%,0.1%,1%,
COc1ccc(-c2cc(C(=O)NCc3cccnc3)no2)cc1,26%,0%,38%,i,-6%,
O=C(O)c1ccccc1NS(=O)(=O)c1ccc(N/N=C/c2cccc(O)c2O)c([N+](=O)[O-])c1,9%,.,.,1.5%,.,
CC1CCCN(C(=O)C2COc3ccccc3O2)C1 (stereo not given),9%,-4%,.,1.2%,-5%,
COc1cc(OC)cc(C(=O)N[C@H](C(=O)Nc2ccc(NC(C)=O)cc2)C(C)C)c1,0%,-1%,-12%,0.1%,7%,
C=CCn1c2ccccc2n2nc(C)c(=O)nc12,-15%,-3%,-18%,0.7%,6%,
C(=NOCc1ccccc1)c1cccnc1,-1%,.,.,1.4%,.,
COc1ccc(Br)cc1/C=C/C(=O)c1ccc(NC(C)=O)cc1,6%,-1%,73%,0.2%,1%,

# An excerpt from above in order of count of non-hydrogen atoms, rising.
SMILES,influenza NS1A,H37Rv inhibition,M. tuberculosis,VEEV TC-83 Vero,PhoP GFP inhibition,others
C(=NOCc1ccccc1)c1cccnc1,-1%,.,.,1.4%,.,
C=CCn1c2ccccc2n2nc(C)c(=O)nc12,-15%,-3%,-18%,0.7%,6%,
O=C(O)c1cnc(-c2ccccc2)nc1Sc1ccc(Cl)cc1,4%,3%,66%,4.4%,-9%,
O=C(O)c1ccccc1NS(=O)(=O)c1ccc(N/N=C/c2cccc(O)c2O)c([N+](=O)[O-])c1,9%,.,.,1.5%,.,

# (further entries)
SMILES,influenza NS1A,H37Rv inhibition,M. tuberculosis,VEEV TC-83 Vero,PhoP GFP inhibition,others
O=C(O)C1CCCN1S(=O)(=O)c1ccc(Cl)c(Cl)c1 (stereo not given),-8%,0%,-2%,i,7%,
N#CC1=C(c2ccccc2)/C(=C/c2ccccc2)OC1=O,15%,10µM*,2.8µM*,?,3%,
COc1ccc(-n2c(SCC(=O)Nc3ccc(Br)cc3)nc(O)cc2=O)cc1,0%,7%,43%,0.7%,-2%,
CC(/C=C/c1ccccc1)=N\NC(=O)CSc1ccccn1,-1%,1%,33%,1.7%,4%,VEEV TC-83 Vero 10K pilot screen=1.0
O=C(COc1ccc2c3c(c(=O)oc2c1)CCCC3)N1C[C@H]2C[C@@H](C1)c1cccc(=O)n1C2,-4%,-10%,10%,1.8%,-2%,
CN(CCC#N)C(=O)CSc1ncnc2sc(-c3ccccc3)cc12,-3%,-7%,17%,1.2%,4%,
CC(=O)Oc1ccc(C(=O)Nc2cc(C)ccc2NC(=O)COc2ccccc2)cc1,1%,4%,-8%,i,-2%,
COC(=O)Cc1c(O)ccn(CCc2c[nH]c3ccc(OC)cc23)c1=O,6%,4%,-8%,1.5%,1%,
Cc1ccc(Cc2c(C)nc3nc(SCC(=O)NCc4ccco4)nn3c2C)cc1,7%,1%,44%,6.4%,-2%,
Cc1ccc(O)c(C=Nc2cc(C)ccc2O)c1,5%,-5%,27%,1.2%,-7%,
CCCCSc1nnc(-c2ccc(C)cc2)n1C,-8%,2%,-18%,1.3%,-5%,
O=C(O)Cn1cnc2c(oc3ccccc32)c1=O,-32%,-9%,-7%,1.4%,4%,
C=CCc1cc(OC)ccc1OCCN(C)Cc1ccccc1,7%,4%,24%,0.1%,2%,
COC(=O)c1cc(C(=O)OCC(=O)N(C)c2ccccc2)cc([N+](=O)[O-])c1,-3%,8%,33%,0.8%,9%,
O=C(Cc1c(Cl)cccc1Cl)OCc1ccccn1,-12%,0%,6%,1.2%,11%,

# Reprinted at random: four records from the list
SMILES,influenza NS1A,H37Rv inhibition,M. tuberculosis,VEEV TC-83 Vero,PhoP GFP inhibition,others
C=CCc1cc(OC)ccc1OCCN(C)Cc1ccccc1,7%,4%,24%,0.1%,2%,
Cc1ccc(O)c(C=Nc2cc(C)ccc2O)c1,5%,-5%,27%,1.2%,-7%,
O=C(Cc1c(Cl)cccc1Cl)OCc1ccccn1,-12%,0%,6%,1.2%,11%,
CC(/C=C/c1ccccc1)=N\NC(=O)CSc1ccccn1,-1%,1%,33%,1.7%,4%,VEEV TC-83 Vero 10K pilot screen=1.0

# High-throughput results: PubChem BioAssay, Southern Research Specialized Biocontainment Screening Center

# The order is random. About 1.5% of those tested had a hit in this group.
